pAkt inh: HTS Assay for Inhibitors of Akt Phophorylation: Primary Screen; Neuro2A IGF-stimulated pAkt S473 HTRF, 20 min; active compounds read low; activity change, % for hits at 50 µM; 0.32% of 360,000 active; in the data active = activity change below about -80%; inconclusive = mostly about -51% to -80%; also: % is scaled to controls: 0 for no effect and ±100 for the full control effect
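Single-point screen (50 µM final compound) in Neuro2A cells stimulated 20 min with 6 nM IGF at 37 deg C. After lysis, Ser473-phosphorylated Akt read by HTRF (ex 330 nm, em 615/665 nm) as the 665/615 ratio.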
HepG2 viability: qHTS for Inhibitors of TGF-b: Cytotox Counterscreen; 0.76% of 410,000 active; HepG2 CAGA-GFP viability, ATP luminescence, 18 h; Potency, µM (series often up to 46.1 µM), for the others: at the top dose activity change, negative = cytotoxicity, hits mostly cytotoxic; AID 588856, 2011; also: potency is read from the fitted curve at half-maximal effect; some results filed as inactive show a strong effect at the top dose
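CellTiter-Glo luminescence gave cytotoxicity after 18 hours at 37 degrees C. The cells were HepG2 CAGA-GFP in 1% FBS DMEM, stimulated with 500 pg/mL TGF-beta after compound addition. %Activity was normalised to no-cell wells (complete cell-killing) and DMSO (no toxicity), and curves were fitted and classified.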
TGFb inhibitor: qHTS for Inhibitors of TGF-b. Potency, µM (titrated, usually from 46.1 µM), for inactives: at the top dose activity, negative = inhibition, most hits filed as inhibitors. AID 588855, 2011. 1.2% of 410,000 active. HepG2 CAGA-GFP TGF-b/SMAD3 reporter, GFP fluorescence, 18 h; TGF-beta stimulated, 500 pg/mL final; also: potency is read from the fitted curve at half-maximal effect; % is scaled to controls: 0 for no effect and ±100 for the full control effect; nearly all actives have a fitted effect of over 65% in size
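HEPG2 CAGA-GFP, 1000 cells/well; 2 h settle, 37 C; cpd via pin tool; TGF-b 500 pg/mL final; 18 h, 37 C; GFP imaging ex488/em500-530; %Activity normalised to -TGF-b and +DMSO controls; CRC fit, curve class.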
A549 tox: Nrf2 qHTS screen for inhibitors: counterscreen for cytotoxicity | A549 ARE-Fluc cells, CellTiter-Fluor viability, 18-24 h | Potency, µM (highest dose often 46 µM), for the others: top-dose activity change, negative = cytotoxicity, actives largely listed as inhibitors | 0.16% of 390,000 active | AID 504648, 2011; also: potency is read from the fitted curve at half-maximal effect; % is scaled to controls: 0 for no effect and ±100 for the full control effect
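A549 ARE_Fluc cells in 5% FBS OPTI-MEM were exposed to compounds in concentration-response for 18-24 h at 37 deg C. Viability was read by CellTiter-Fluor fluorescence (Ex 405/Em 525) after 30 min, before the luciferase read.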
Mm-Cpn inhibitor: Inhibitors of TCP-1 ring complex (TRiC) of Methanococcus maripaludis (MmCpn): qHTS; 0.031% of 330,000 active; Potency, µM (titrated, usually from 76.9 µM), inactives show top-dose activity, negative = inhibition, usual class: inhibitors; AID 504842, 2011; purified Mm-Cpn ATPase, ADP Transcreener TR-FRET; also: potency is read from the fitted curve at half-maximal effect; % is scaled to controls: 0 for no effect and ±100 for the full control effect; nearly all actives have a fitted effect of over 80% in size
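Compound-treated chaperonin, 25 nM final, turns over 10 uM ATP at 37°C for 30 min following a 10 min preincubation; ADP generated competes with ADP-d2 for Eu-cryptate antibody, lowering FRET.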
Nrf2 inh: Nrf2 qHTS screen for inhibitors; 2.1% of 360,000 active; A549 ARE-Fluc reporter, luciferase luminescence, 18-24 h; Potency, µM (top dose mostly 46 µM), inactives show top-dose activity change, negative = inhibition, usual class: inhibitors; also: potency is read from the fitted curve at half-maximal effect; % is scaled to controls: 0 for no effect and ±100 for the full control effect; nearly all actives have a fitted effect of over 60% in size
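Nrf2 function is reported as luminescence of an ARE-controlled luciferase in A549 cells. Compounds were tested at several concentrations, and a CellTiter-Fluor read on the same wells flagged cytotoxicity.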
Nrf2 activator: qHTS of Nrf2 Activators; AID 624171, 2012; AREc32 ARE-luciferase reporter (MCF7-derived line), luminescence, 24 h; Potency, µM (highest dose often 46.1 µM), for the others: at the top dose activation, actives largely listed as activators; 0.31% of 410,000 active; also: potency is read from the fitted curve at half-maximal effect; % of control where 0% means no effect; nearly all actives have a fitted effect of over 65% in size
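Nrf2 activation is followed as ARE-luciferase induction in the AREc32 line after one day of compound treatment; luminescence is read with Steady-Glo.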
Abeta rescue: qHTS for compounds that reverse cellular toxicity of Amyloid beta (A-beta) peptide in yeast: Primary Screen. Potency, µM (titrated, usually from 46.1 µM), for inactives: top-dose growth rescue, hits mostly activators. yeast expressing A-beta42, growth rescue, OD600, 48 h; response scale: 0% DMSO, 100% iron-clioquinol control. 0.063% of 410,000 active; also: potency is read from the fitted curve at half-maximal effect; nearly all actives have a fitted effect of over 55% in size
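Yeast A-beta toxicity model in growth medium with pinned compounds, 48 h at 30 C; growth read as absorbance at 600 nm. Normalized to FeCl3/clioquinol equimolar mix (positive) and DMSO (negative).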
CCT modulator: High-Throughput Screening for Modulators of Cytosolic Chaperonin Activity | AID 651819, 2012 | 0.3% of 360,000 active | purified chaperonin ATPase assay, HTRF ADP detection, 30 min | activity change, % (test concentration not listed), hits read low; in the data active = activity change below about -30%; also: % is scaled to controls: 0 for no effect and ±100 for the full control effect
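Enzyme 40 or 20 nM (batch-dependent) in Tris pH 7.4/KCl/MgCl2/DTT; cpd 76 uM single point; ATP 10 uM; 30 min 37 °C; Transcreener ADP HTRF detection, 30 min RT; ratio 665/615.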
Starred values were filed as active, the others as inactive; i = inactive; ? = inconclusive; nt = no result given; & = joins results of further samples; [ ] = another dose, or the depositor's remark. Unless noted, calls follow the shape of the dose curve; as a rule, active = well fitted curve in the direction sought with a large enough effect; inconclusive = small, poorly fitted or top-dose-only effect, or another doubt; inactive = no such curve, though single readings can be large; an effect the other way counts as inactive or inconclusive.

canonical_smiles | pAkt inh | HepG2 viability | TGFb inhibitor | A549 tox | Mm-Cpn inhibitor | Nrf2 inh | Nrf2 activator | Abeta rescue | CCT modulator
CC1CCN(CCNC(=O)c2ccc(Cn3c(SCc4ccccc4)nc4cccnc43)cc2)CC1 | nt | -54.6% | 4.9% | ? | nt | 16.2% | 7.6% | -9.9% | nt
Nc1ncnc2c1ncn2[C@@H]1O[C@H](C(=O)N[C@H](CO)Cc2ccc(O)cc2)[C@@H](O)[C@H]1O | i | 2.0% | -4.9% | nt | nt | nt | 0.6% | 3.8% | -14.4
CCCC1=[N+](CC(C)=O)CCn2c(C)ccc21 | i | 0.6% | 7.5% | 0.4% | -1.7% | 3.2% | 3.3% | -21.4% | -1.1
Nc1nc(SCC(=O)N2CCc3ccccc3C2)[nH]c(=O)c1-c1ccccc1 | i | -3.3% | 0.0% | -7.0% | -0.6% | 8.3% | -0.3% | 14.4% | -0.7
CCOC(=O)N1CCC(N2CC34C=CC(O3)C(C(=O)Nc3ccc(C(C)C)cc3)C4C2=O)CC1 (stereo not given) | i | -4.2% | 2.2% | 12.7% | 2.9% | 3.8% | 0.7% | -1.2% | -0.8
CC(/C=C/c1ccc2c(c1)OCO2)=N\NC(=O)c1ccccc1 | i | -18.8% | 0.7% | -10.1% | 3.7% | ? | 4.8% | -9.8% | -0.9
CS(=O)(=O)N(CC(=O)Nc1ccccc1C(=O)N1CCOCC1)c1ccccc1 | i | 3.0% | -8.8% | 6.6% | 2.0% | nt | -0.4% | 0.5%[9.22 µM] | -1.8
CC1CN(S(=O)(=O)c2cc(C(=O)NC(C)c3cccnc3)ccc2Cl)CC(C)O1 (stereo not given) | i | -17.3% | ? | 1.9% | -1.8% | -6.0% | -0.5% | 6.8% | -6.2
CCCc1nnc(NC(=O)c2ccc(S(=O)(=O)N(C)c3ccccc3OC)cc2)s1 | i | -5.0% | 0.7% | 5.4% | -3.8% | -2.4% | 0.7% | 6.7% | -0.7
COc1ccc(NS(=O)(=O)c2cccc(-c3nnc(-c4ccccc4)o3)c2)cc1 | i | -38.0% | -10.0% | -3.2% | 0.3% | -14.5% | 0.0% | 4.1% | -0.5
CCC1(C)OC(=O)N2CCc3c(C)[nH]c4c(C)ccc(c34)C21C (stereo not given) | i | -3.5% | -7.6% | 10.0% | -1.9% | -1.4% | -0.3% | 0.1% | -0.5
O=C(Oc1cccnc1)c1ccc(Cl)cc1 | nt | 4.8% | -15.8% | -9.3% | -1.1% | 1.1% | 0.2% | 8.2% | -4.3
CC1CCCCC1NC(=O)c1cc(S(=O)(=O)N2CCCCC2)ccc1N1CCOCC1 (stereo not given) | i | 0.5% | -1.0% | 1.7% | -1.2% | 0.0% | -0.1% | 5.3% | 1.0
COc1cccc(-c2nnn(CC(C)=O)n2)c1 | i | -14.3% | -9.6% | -13.8% | 0.6% | ? | 0.2% | -4.8% | -0.1
NC(=O)c1sc(=S)n(-c2ccc(Br)cc2)c1N | i | -24.9% | 11.2µM* | 5.1% | -0.3% | 1.7% | 9.6% | -16.5% | -2.3
O=C(CN(Cc1ccc2c(c1)OCO2)C(=O)CNS(=O)(=O)c1ccccc1)NCC1CCCO1 (stereo not given) | i | 1.8% | 13.4% | -10.3% | 0.3% | -6.0% | -0.2% | 10.2% | 0.3
C/C(N)=C(/C#N)C(=O)COC(=O)c1cc2c(s1)CCC(C)C2 (stereo not given) | i | 0.2% | 4.4% | 1.9% | -7.8% | -8.6% | 6.4% | 25.9% | -1.7
COc1ccc(C(=O)COC(=O)c2cnc(C)cn2)cc1OC | i | 2.2% | -2.1% | 10.0% | -3.5% | 9.3% | -0.8% | 3.4% | -2.1
O=C(COC(=O)CNC(=O)c1ccccc1)Nc1cccc(Br)c1 | i | -2.6% | -1.4% | 0.0% | -0.5% | 3.5% | 3.7% | 14.9% | -0.6
COc1ccccc1NC(=O)c1c(Nc2ccccc2C)sc(C(=O)Nc2cccc(Cl)c2)c1N | i | 1.4% | -13.1% | ? | -5.5% | ? | 7.4% | 12.8% | -20.4
CCC1(CC)NC(=O)N(CC(=O)OCC(=O)Nc2ccc(F)c(F)c2F)C1=O | i | 5.5% | 8.7% | 7.4% | -6.1% | 12.7% | -0.3% | 6.1% | -1.3
COc1ccc(C(=O)N2CC(=O)Nc3ccc(C)cc3C2c2ccccc2)c(OC)c1 (stereo not given) | nt | -66.6% | -4.3% | 1.8% | nt | 0.9%[9.27 µM] | 4.5% | -3.8% | nt
CCCCCCC1CC(CSC(=N)N)OC1=O (stereo not given) | i | -14.4% | 15.4% | -16.9% | 0.3% | nt | 3.3% | 3.0% | -2.0
Cc1ccc(-n2c(SCC(=O)Nc3cccc(Cl)c3)nc3n[nH]c(C)c3c2=N)cc1 | nt | 12.6µM* | 1.78µM* | -16.5% | nt | nt | -0.1% | 1.2% | nt
CC(=O)N1CCN(C(=O)COc2ccc(N(C)S(=O)(=O)c3cccs3)cc2)CC1 | i | -3.1% | -2.9% | 0.1% | 4.3% | -30.7% | -1.0% | -17.3% | -0.6
O=C(Cn1cc([N+](=O)[O-])cn1)Nc1ccc(Cn2cc(Br)cn2)cc1 | i | 4.3% | 4.9% | 0.7% | 0.9% | -28.7% | -1.1% | 0.1% | 1.9
Fc1ccc(CNc2nc3ccccc3n3cnnc23)cc1 | i | -32.7% | -20.3% | 9.3% | -0.5% | -14.9% | 0.1% | -1.6% | -1.7
COC(=O)/C=c1/s/c(=C(/C#N)C(=O)N2CCOCC2)n(-c2ccccc2)c1=O | i | -35.8% | 0.0% | -0.5% | 0.2% | -5.4% | 5.4% | -4.8% | 0.2
COc1cc(NC(=O)CSc2cc(=O)n(C)c3ccccc23)cc(OC)c1OC | nt | -7.8% | 39.4% | -10.8% | nt | 20.6µM* | -1.0% | 11.8% | nt
COc1ccc(C2C(C#N)=C(N)N(c3sc4c(c3C#N)CCCC4)C3=C2C(=O)CC(C)(C)C3)cc1OC (stereo not given) | i | -0.6% | -9.6% | -3.4% | -0.4% | -5.6% | 0.3% | 1.5% | -1.1

Continued.
canonical_smiles | pAkt inh | HepG2 viability | TGFb inhibitor | A549 tox | Mm-Cpn inhibitor | Nrf2 inh | Nrf2 activator | Abeta rescue | CCT modulator
CC1CCc2c(C(=O)OCC(=O)Nc3cccc(S(=O)(=O)N4CCCCCC4)c3)csc2C1 (stereo not given) | i | 5.1% | -15.2% | -2.9% | 1.5% | 11.5% | 0.2% | 10.4% | -6.6
Cc1ccc(S(=O)(=O)N2CCN(C(=O)COC(=O)CCCOc3ccccc3)CC2)c(C)c1 | i | -25.7% | -6.4% | -5.2% | -0.8% | 2.6% | -0.9% | 16.7% | -5.7
CC1=C(C(=O)Nc2cccnc2)C(c2cccnc2)n2ncnc2N1 (stereo not given) | i | 8.6% | -20.1% | -1.1% | 1.1% | 15.7% | -0.5% | 7.1% | 1.1
COc1ccc(C2Nc3ccccc3C(=O)N2Cc2ccco2)cc1COc1ccc(NC(C)=O)cc1 (stereo not given) | i | 0.2%&1.2% | -2.0%&-2.0% | 2.1%&-14.5% | 1.3% | ? | 2.5% | 1.9% | 0.2
CCOc1ccc(NC(=O)c2ccc(CNc3c(N4CCCC4)c(=O)c3=O)cc2)cc1 | i | -3.1% | -21.4% | 0.1% | -3.0% | -7.0% | 0.1% | -0.5% | -3.6
O=C(CN(C(=O)C1CSC(=O)C1)c1cccc(F)c1)NC1CCCC1 (stereo not given) | i | -3.1% | 5.1% | 0.0% | 0.1% | 9.1% | -0.4% | -11.0% | -0.1
COc1ccc(NC(=O)CC2Oc3ccc(C)cc3NC2=O)cc1Cl (stereo not given) | nt | -24.2% | 0.0% | 5.7% | nt | 12.7% | -0.5% | -19.5% | nt
CCCn1nc2cc(C(=O)NC3CCc4ccccc43)ccc2c1OCC (stereo not given) | i | -12.1% | -7.9% | 7.6% | 0.2% | -2.0% | -0.5% | -2.2% | -3.0
CC1CC(C)CN(C(=O)CCNC(=O)c2ccccc2Cl)C1 (stereo not given) | i | 1.6% | 0.0% | -11.6% | -6.6% | 15.3% | 1.0% | -2.1% | 0.5
O=C(Nc1nc(-c2ccc(Cl)s2)cs1)c1cccs1 | i | -41.6% | ? | -22.5% | -13.9% | ? | ? | -24.5% | -1.1
O=C(Nc1ccccc1-c1ccccc1)NC1CC2CCCC(C1)N2Cc1ccc(F)cc1 (stereo not given) | i | -15.2% | -5.2% | -3.3% | 3.1% | 16.7% | -0.6% | ? | -0.1
O=C(O)CCSc1nnc(-c2ccncc2)n1-c1ccccc1 | i | 9.2% | 11.3% | -1.2% | -1.4% | nt | 2.2% | -3.7% | -0.1
CCOC(=O)Cn1c(=NC(=O)CN2C(=O)CCC2=O)sc2cc(S(N)(=O)=O)ccc21 | i | -21.3% | 14.0% | -0.5% | 1.4% | 1.2% | -0.4% | -0.6% | -1.7
Cc1ccc2c(ccn3cc4c(c(=O)n(C)c(=O)n4C)c23)c1 | i | -24.7% | -3.7% | 5.9% | 1.5% | ? | 3.7% | -27.4% | 0.3
CCCc1nnc(SCc2cc(=O)c3c(C)cc(C)cc3[nH]2)n1C | nt | 1.0% | -10.3% | -1.1% | nt | nt | 0.1% | -2.9% | nt
